Screening results (PubChem)
Salmonella PhoP GFP: PhoP regulon inhibitors, Salmonella typhi PhoP promoter GFP reporter, confirmatory (AID 1850); Salmonella Typhi PhoP-promoter GFP reporter, fluorescence, 4 h; higher % means a stronger effect; one-dose inhibition, % at 50 µM; IC50 in µM for titrated hits; actives 0.33% (n = 310,000); in the data active = a potency from the dose series; inconclusive = inhibition mostly from about 25% at the one dose, without a potency; inactive = the rest, 99 in 100 with inhibition below about 19%;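 also: 0% = induced wells with vehicle and 100% = uninduced wells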
influenza NS1A: H1N1 influenza NS1A inhibitors, functional cell based assay (AID 504329); NS1A functional cell-based assay, percent inhibition; higher % means a stronger effect; inhibition, % at 12.5 µM; hits with a dose series show IC50 in µM; actives 0.3% (n = 340,000); in the data active = a potency from the dose series; inconclusive = inhibition above about 27% without an active follow-up result; also: strong numbers were not always called active
M. tuberculosis HTS: M. tuberculosis growth inhibition, HTS (AID 449762). inhibition, % at 25 µM; hits with a dose series show IC50 in µM. M. tuberculosis H37Rv growth inhibition, 7H9 media; higher % means a stronger effect. actives 0.59% (n = 330,000); in the data active = a potency from the dose series; inconclusive = inhibition above about 70% without an active follow-up result;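 also: bacterial growth assessed after seven days of incubation; strong numbers were not always called active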
tuberculosis growth: growth inhibition of non-replicating M. tuberculosis (AID 488890) | Mycobacterium tuberculosis non-replicating, growth inhibition; higher % means a stronger effect | one-dose inhibition, % at 25 µM; IC50 in µM for titrated hits | actives 0.39% (n = 320,000); in the data active = a potency from the dose series; inconclusive = inhibition mostly from about 82% at the one dose, without a potency; inactive = the rest, 99 in 100 with inhibition below about 76%;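 also: plate controls were DMSO cells for no effect and high antibiotic wells for full effect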
inhibitors of VEEV: inhibitors of VEEV TC-83 cytopathic effect, confirmation, Vero cells (AID 588727); Vero cells, VEEV TC-83 cytopathic effect inhibition; higher % means a stronger effect; one-dose inhibition, % at 20 µM; IC50 in µM for titrated hits; actives 0.13% (n = 350,000); in the data active = a potency from the dose series; inconclusive = inhibition mostly from about 14% at the one dose, without a potency; inactive = the rest, 99 in 100 with inhibition below about 12%; also: strong numbers were not always called active
inhibitors of VEEV 10K pilot screen: further read-out of inhibitors of VEEV, marked with its call; inhibition, %; measured here: 10K pilot screen inhibition
Numbers without * were called inactive; i = inactive; ? = inconclusive; . = no result given; & = joins results of further samples.

The first 15 compounds, to show the layout:
SMILES	Salmonella PhoP GFP	influenza NS1A	M. tuberculosis HTS	tuberculosis growth	inhibitors of VEEV	others
O=C(NCCCn1ccnc1)c1cccc(S(=O)(=O)NCc2ccccc2)c1	10%	-1%	-3%	-12%	0.9%
CCCCC(CCC(=O)Nc1ccc(C(=O)OCC)cc1)C(=O)O (stereo not drawn)	-4%	0%	-7%	5%	0.0%
Cc1ccc(S(=O)(=O)N2CCN(C(=O)CSc3n[nH]c(N)n3)CC2)c(C)c1	.	-14%	-15%	15%	4.9%
O=C(CCS(=O)(=O)c1ccc(Br)cc1)NCc1ccco1	-3%	-4%	7%	-1%	0.2%
CC(C)N(C(=O)[C@H]1C[C@H](CC(=O)NCCCn2ccnc2)C(=O)N2CCc3c([nH]c4cc(CCC(=O)N(C)C)ccc34)[C@]12C)C(C)C	.	-5%	.	.	i
CCOc1ccc(N2CC(C(=O)NCCCN3CCOCC3)CC2=O)cc1 (stereo not drawn)	5%	-4%	-8%	-4%	1.0%
Cc1cc(=O)n(C)c(=O)n1CCCCOc1ccc([N+](=O)[O-])cc1	-6%	-3%	-7%	3%	i
O=C(OCC(=O)N1CCN(c2ccccc2)CC1)c1ccc[n+]([O-])c1	-4%	-11%	5%	42%	0.9%
CCC(=O)Nc1ccc(C(=O)Nc2cccc(OC)c2)cc1	5%	1%	-1%	0%	8.0%
Fc1ccc2nc(Nc3nc4c(F)cccc4s3)sc2c1	-6%	-3%	7%	23%	2.5%
CSc1ccccc1NC(=O)COC(=O)c1ccc(-n2nc(C)cc2C)cc1	.	-8%	?	55%	0.5%
C/C(=N\NC(=O)c1ccc(CSc2nc(C)cc(C)n2)cc1)c1ccco1	7%	-1%	6%	36%	i
Cc1ccc(C2=NN=C(NC(=O)CSc3nnc4c5ccccc5n(C)c4n3)SC2)cc1	-5%	-2%	8%	54%	0.4%
Cn1nnc2cc(C(=O)Nc3ccc4ccccc4c3)ccc21	-8%	4%	10%	-19%	1.4%
O=C(Nc1ccsc1C(=O)NC1CC1)c1ccccc1	15%	4%	5%	8%	3.6%

Main list, repeating the preview:
SMILES	Salmonella PhoP GFP	influenza NS1A	M. tuberculosis HTS	tuberculosis growth	inhibitors of VEEV	others
O=C(NCCCn1ccnc1)c1cccc(S(=O)(=O)NCc2ccccc2)c1	10%	-1%	-3%	-12%	0.9%
CCCCC(CCC(=O)Nc1ccc(C(=O)OCC)cc1)C(=O)O (stereo not drawn)	-4%	0%	-7%	5%	0.0%
Cc1ccc(S(=O)(=O)N2CCN(C(=O)CSc3n[nH]c(N)n3)CC2)c(C)c1	.	-14%	-15%	15%	4.9%
O=C(CCS(=O)(=O)c1ccc(Br)cc1)NCc1ccco1	-3%	-4%	7%	-1%	0.2%
CC(C)N(C(=O)[C@H]1C[C@H](CC(=O)NCCCn2ccnc2)C(=O)N2CCc3c([nH]c4cc(CCC(=O)N(C)C)ccc34)[C@]12C)C(C)C	.	-5%	.	.	i
CCOc1ccc(N2CC(C(=O)NCCCN3CCOCC3)CC2=O)cc1 (stereo not drawn)	5%	-4%	-8%	-4%	1.0%
Cc1cc(=O)n(C)c(=O)n1CCCCOc1ccc([N+](=O)[O-])cc1	-6%	-3%	-7%	3%	i
O=C(OCC(=O)N1CCN(c2ccccc2)CC1)c1ccc[n+]([O-])c1	-4%	-11%	5%	42%	0.9%
CCC(=O)Nc1ccc(C(=O)Nc2cccc(OC)c2)cc1	5%	1%	-1%	0%	8.0%
Fc1ccc2nc(Nc3nc4c(F)cccc4s3)sc2c1	-6%	-3%	7%	23%	2.5%
CSc1ccccc1NC(=O)COC(=O)c1ccc(-n2nc(C)cc2C)cc1	.	-8%	?	55%	0.5%
C/C(=N\NC(=O)c1ccc(CSc2nc(C)cc(C)n2)cc1)c1ccco1	7%	-1%	6%	36%	i
Cc1ccc(C2=NN=C(NC(=O)CSc3nnc4c5ccccc5n(C)c4n3)SC2)cc1	-5%	-2%	8%	54%	0.4%
Cn1nnc2cc(C(=O)Nc3ccc4ccccc4c3)ccc21	-8%	4%	10%	-19%	1.4%
O=C(Nc1ccsc1C(=O)NC1CC1)c1ccccc1	15%	4%	5%	8%	3.6%
O=C(CN(c1ccc(F)cc1)S(=O)(=O)c1ccc2c(c1)OCCO2)NCc1ccccc1	-6%	-2%	-2%	-9%	0.7%
CCNC(=O)OCc1cn(-c2ccc(Cl)cc2)nn1	3%	-3%	-8%	4%	2.9%
CN1C(C(=O)NCCc2cccs2)CC2Cn3c(nc4ccccc43)C21 (stereo not drawn)	-12%	1%	-1%	-2%	0.6%
CCc1nnc(SCC(=O)Nc2ccc(N3CCN(S(C)(=O)=O)CC3)cc2)o1	-2%	5%	3%	-4%	0.9%
COc1ccc2c(c1)C(O)C(CO)C(C(=O)O)C2 (stereo not drawn)	.	2%	.	.	1.1%
CCOc1ccc(S(=O)(=O)N2CCN(CCNS(=O)(=O)c3ccc(C)cc3)CC2)cc1	.	-3%	.	.	0.8%
COC(=O)[C@@H]1[C@H]2C[C@H]3c4[nH]c5ccccc5c4CCN3C[C@@H]2CC[C@@H]1O	-2%&-9%	4%	8%&10%	-6%&5%	0.9%
Cc1cccc(NC(=O)CNC(=O)CNC(=O)Cc2ccccc2)c1	-5%	-8%	-5%	-11%	1.6%
C/C(=N\NC(=O)C(=O)N/N=C(\C)c1cccc(O)c1)c1cccc(O)c1	-2%	3%	7%	-13%	4.8%
COc1ccc(/C=C2\N=C3CCCCCN3C2=O)cc1OC	-4%	8%	-5%	8%	8.0%
COCCn1nnnc1C(c1ccc(OC)cc1)N1CCN(C(=O)c2ccco2)CC1 (stereo not drawn)	15%	-33%	-2%	-7%	0.7%
O=C(c1ccsc1)N1CCCC(Nc2cccc(F)c2)C1 (stereo not drawn)	-13%	-7%	-3%	-8%	1.7%
O=C(COC(=O)c1ccc(Cl)nc1)NCCc1ccccc1	.	-21%	8%	70%	1.0%
NC(=O)SCC(=O)Nc1ccccc1C(=O)O	?	-8%	4%	-23%	1.3%
Cc1nc(C(=O)NNC(=O)c2ccc(Cl)cc2)c(C(F)(F)F)o1	2%	-19%	6%	i	3.9%

3 entries already listed, arranged by SMILES length, rising:
SMILES	Salmonella PhoP GFP	influenza NS1A	M. tuberculosis HTS	tuberculosis growth	inhibitors of VEEV	others
COc1ccc2c(c1)C(O)C(CO)C(C(=O)O)C2 (stereo not drawn)	.	2%	.	.	1.1%
C/C(=N\NC(=O)C(=O)N/N=C(\C)c1cccc(O)c1)c1cccc(O)c1	-2%	3%	7%	-13%	4.8%
COC(=O)[C@@H]1[C@H]2C[C@H]3c4[nH]c5ccccc5c4CCN3C[C@@H]2CC[C@@H]1O	-2%&-9%	4%	8%&10%	-6%&5%	0.9%

Continuation.
SMILES	Salmonella PhoP GFP	influenza NS1A	M. tuberculosis HTS	tuberculosis growth	inhibitors of VEEV	others
CC(=O)NC1CCN(CC(=O)Nc2nccs2)CC1	1%	-4%	-4%	11%	i
OCCN1CCN(CC/C=C2/c3ccccc3Sc3ccc(C(F)(F)F)cc32)CC1	0%	14%	?	?	3.4%
COc1cccc(C2Nc3cc(Cl)c(S(N)(=O)=O)cc3S(=O)(=O)N2)c1 (stereo not drawn)	19%	5%	-4%	1%	0.7%
CCCCOC(=O)C(C)Nc1n[nH]c(=O)[nH]c1=O (stereo not drawn)	-6%	-3%	-4%	5%	0.4%
COc1ccc(N2CCN(C(=O)c3ccc(C(C)(C)C)cc3)CC2)cc1	11%	-17%	8%	11%	i
CCC(C)N1C(=O)/C(=C\c2cnc(N(C)C)nc2)C(=O)NC1=S (stereo not drawn)	2%	0%	4%	11%	1.9%
COC(=O)c1ccc(CN2C(=O)NC3(CCCCC3)C2=O)cc1	6%	-6%	9%	14%	1.3%
Cc1csc(NC(=O)CSc2nnc(-c3ccc(S(=O)(=O)N4CCCC4)cc3)o2)n1	-6%	3%	3%	13%	2.9%
O=C(C[n+]1ccccc1)N/N=C/c1cccc(Cl)c1Cl	-8%	20%	-3%	-4%	i
O=C(CNCc1ccc(F)cc1)Nc1ccccc1-c1ccccc1	0%	-6%	4%	4%	0.2%
COc1ccccc1NS(=O)(=O)c1ccc2c(c1)n(C)c(=O)n2C	7%	2%	-18%	3%	1.2%
COC(=O)[C@@H]1C[C@@]2(O)[C@@H](O)[C@@H](O)[C@@H](O)C[C@H]2N1Cc1cc(OC)cc(OC)c1	-14%	14%	-6%	-8%	i	inhibitors of VEEV 10K pilot screen=0.0
CCCOc1ccc(/C=C/C(=O)Nc2ccc([N+](=O)[O-])cc2C)cc1OC	4%	5%	0%	-3%	i	inhibitors of VEEV 10K pilot screen=0.5
Cc1ccc(NC(=O)Nc2ccc(F)cc2)cc1Cl	0%	7%	-2%	-5%	0.6%
CC1CN(C(=O)CCNC(=O)c2ccc(Cl)cc2)CC(C)O1 (stereo not drawn)	-2%	-6%	-1%	15%	i
Cc1ccc(OCc2nnc(SCCN3CCOCC3)n2C)cc1	9%	-7%	-9%	-10%	1.0%
O=C(NC1CCCC1)c1ccc(CS(=O)Cc2ccccc2Cl)o1 (stereo not drawn)	4%	4%	-6%	-9%	1.8%
COc1ccc(/C=C/C(=O)NCCCN2CCCC2)cc1	-1%	-2%	-5%	5%	0.8%
FC(F)c1nnc2c(Cl)cc(C(F)(F)F)cn12	-4%	9%	-6%	-36%	1.0%
O=C(O)/C=C/C(=O)Nc1ccccc1SC(F)(F)F	9%	-3%	4%	-6%	0.4%
NC(=O)c1c(NC(=O)CN2CCCC2)sc2c1CCCC2	3%	3%	3%	79%	1.1%
C=CCNC(=O)c1ccccc1NC(=O)c1ccc(Cl)c(S(=O)(=O)Nc2cc(C)ccc2C)c1	-5%	-9%	-8%	-5%	1.4%
Cc1nnc(SCC(=O)NC(=O)NC(C)(C)C)n1N	-3%	-4%	5%	-2%	1.0%
C[C@H](NC(=O)c1ccccc1F)C(=O)N1CCC2(CC1)NCCc1[nH]cnc12	5%	-4%	2%	-1%	1.1%
CN(CCc1ccccn1)C1CCCN(S(=O)(=O)c2ccccc2)C1 (stereo not drawn)	-4%	-8%	-8%	12%	0.5%
Cc1ccc(NC(=O)Nc2ccon2)cc1Cl	-3%	-3%	0%	13%	5.0%
COc1ccccc1Nc1nc(N)nc(CN2CC(C)CC(C)C2)n1 (stereo not drawn)	21%	1%	8%	62%	1.6%
O=C(NCc1ccccc1)C1CCCC1	-9%	.	0%	64%	.
Cn1c(=O)oc2cc(S(=O)(=O)NCCC(=O)N3CCc4ccccc4C3)ccc21	-2%	4%	-5%	12%	1.7%
Cc1ccc(C(=O)Nc2ccc(C)c(S(=O)(=O)N(C)C)c2)s1	-11%	5%	13%	49%	9.5%
O=C(c1ccc(Oc2ccc(C(F)(F)F)cn2)cc1)N1CCN(c2ccccc2)CC1	-4%	3%	47%	3%	0.2%
CC(=O)NN1C(=O)c2ccccc2NC1c1ccccc1 (stereo not drawn)	6%	-5%	2%	-1%	0.5%
CCOC(=O)c1c(C)n2c3c(cc(C)cc13)CCC2	1%	4%	4%	25%	i
O=c1[nH]c(=S)[nH]c(O)c1N=Nc1ccc2c(c1)OCCO2	0%	-2%	35%	17%	0.1%
COC(=O)c1ccc(COC(=O)CNC(=O)c2ccco2)cc1	-1%	-8%	-5%	1%	1.5%
O=C(N1CCN(c2cccc(Cl)c2)CC1)C1(S(=O)(=O)c2ccc(Cl)cc2)CC1	-7%	6%	1%	32%	1.9%
CCCn1nc(C(=O)NNC(=O)CSCC(=O)Nc2cc(C)on2)c2ccccc2c1=O	13%	-4%	-1%	-5%	0.9%
Cc1nc(-c2ccc(S(=O)(=O)Nc3cc(S(=O)(=O)N(C)C)ccc3C)s2)cs1	6%	1%	0%	3%	1.6%
